Source: PubChem (several laboratories)
COUP-TFII inh – inhibitors of human COUP-TFII (NR2F2) | P24468 | HEK293T NGFI-A luciferase reporter, luminescence | inhibition, % at 8.6 µM | 370,000 compounds, 0.7% hits | AID 686940;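 active = inhibition above a per-plate cutoff, mean inhibition of test wells between control levels plus 3 SD, cut at about 38% in these data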;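 also: cells cotransfected with COUP-TFII expression vector driving the NGFI-A reporter; 0% = median of COUP-TF2 test wells and 100% = reporter-only cells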
TLR9-MyD88 block – inhibitors of human TLR9-MyD88 binding | 340,000 compounds, 0.21% hits | CHO BLA complementation TLR9-MyD88, CCF4 FRET ratio | inhibition, % at 4.98 µM;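 active = inhibition above the mean over all tested compounds plus 3 SD, cut at about 21% in these data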;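 also: 0% = DMSO only wells and 100% = clavulanate BLA inhibitor control wells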
LRH-1 inv ag – suppresses constitutive activity of human LRH-1; O00482; HEK293T StAR-luciferase reporter, LRH-1 transfected, 24 h; inhibition, % at 3.6 µM; 360,000 compounds, 0.13% hits; AID 602396;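 active = inhibition above the mean inhibition of all tested compounds plus 3 SD, cut at about 73% in these data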;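 also: 0% = DMSO wells and 100% = reporter-only cells lacking LRH-1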
SRC1 inh – inhibits human SRC1 coactivator. inhibition, % at 3.6 µM. 360,000 compounds, 0.12% hits. HEK293 GAL4-SRC1 luciferase reporter, luminescence. AID 588354;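 active = inhibition above the campaign mean plus 3 SD, with each screening campaign given its own cutoff, cut at about 60% in these data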;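 also: 0% = DMSO treated cells and 100% = gossypol at 36 µM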
NCOA2 inhibitor – inhibits human steroid receptor coactivator 2 | Q15596 | HEK293 GAL4-SRC2 luciferase reporter, luminescence | inhibition, % at 9 µM | 370,000 compounds, 0.17% hits | AID 651957;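 active = inhibition above the mean inhibition of all tested compounds plus 3 SD, set per campaign, cut at about 52% in these data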;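 also: 0% = DMSO treated cells and 100% = cells given Gossypol at 36 µM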
ABHD5-PLIN5 inh – blocks binding of human ABHD5 to perilipin-5. Split G. princeps luciferase complementation, luminescence, 4 h. 360,000 compounds, 0.78% hits. Q00G26+Q8WTS1. inhibition, % at 4 µM;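 active = inhibition above the mean inhibition across every tested compound plus 3 SD, cut at about 22% in these data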;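 also: 0% = DMSO only wells and the 100% control is not disclosed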
Target sequence (Q00G26 whole entry, looked up): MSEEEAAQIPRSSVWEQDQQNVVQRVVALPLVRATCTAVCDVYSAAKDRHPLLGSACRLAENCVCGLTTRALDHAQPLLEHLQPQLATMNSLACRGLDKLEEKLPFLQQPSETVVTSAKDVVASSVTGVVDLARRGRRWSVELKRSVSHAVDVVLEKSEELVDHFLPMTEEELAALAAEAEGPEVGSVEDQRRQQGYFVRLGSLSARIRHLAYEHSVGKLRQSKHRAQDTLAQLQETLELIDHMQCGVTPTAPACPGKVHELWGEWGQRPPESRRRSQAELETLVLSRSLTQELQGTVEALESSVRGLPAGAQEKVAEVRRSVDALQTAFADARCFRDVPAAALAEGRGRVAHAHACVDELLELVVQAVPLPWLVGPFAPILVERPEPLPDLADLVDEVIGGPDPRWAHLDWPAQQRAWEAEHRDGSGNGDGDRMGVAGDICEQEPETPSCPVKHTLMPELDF
Target sequence (Q8WTS1 whole entry, looked up): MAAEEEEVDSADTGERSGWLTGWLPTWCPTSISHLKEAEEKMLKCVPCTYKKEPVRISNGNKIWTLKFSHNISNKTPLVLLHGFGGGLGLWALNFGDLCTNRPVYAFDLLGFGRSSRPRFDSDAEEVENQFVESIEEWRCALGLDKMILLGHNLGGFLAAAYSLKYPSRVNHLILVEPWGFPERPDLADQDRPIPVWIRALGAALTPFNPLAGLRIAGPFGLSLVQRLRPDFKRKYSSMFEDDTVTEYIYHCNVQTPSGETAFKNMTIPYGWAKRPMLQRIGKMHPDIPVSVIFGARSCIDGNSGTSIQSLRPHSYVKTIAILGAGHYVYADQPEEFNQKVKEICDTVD
NCOA3 inh – human NCOA3 inhibition. Q9Y6Q9. HEK293 GAL4-SRC3 luciferase reporter, luminescence. inhibition, % at 3.6 µM. 360,000 compounds, 0.17% hits;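 active = inhibition above a per-campaign cutoff, the mean of all compounds plus 3 SD, cut at about 60% in these data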;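 also: 0% = DMSO-treated cells and 100% = gossypol-treated cells at 36 µM; higher means less SRC3-driven luciferase light from the GAL4 reporter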
LMP1 NFkB inh – inhibitors of Epstein-Barr LMP1-induced NF-kappaB reporter | LMP1-induced NF-kappaB luciferase reporter cells, luminescence | inhibition, % at 12.5 µM | 350,000 compounds, 0.69% hits | AID 504558; in the data active = inhibition above about 41%;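 also: 0% = neutral control wells and 100% = reference inhibitor control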
MC4R antag cAMP – blocks human MC4R cAMP signaling; P32245; MC4R-expressing cells, MTII-stimulated cAMP, LANCE TR-FRET; inhibition, % at 6.5 µM; 360,000 compounds, 0.48% hits; AID 540295;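 active = inhibition above its plate's cutoff, the mean of tested wells on that plate plus 3 SD, cut at about 29% in these data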;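 also: 0% = Melanotan II alone and 100% = Melanotan II plus saturating MCL0020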
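System: U2OS cells stably expressing human melanocortin 4 receptor (MC4R). Reagent: Melanotan II challenge after compound preincubation. Doses: 6.5 µM. Times: 30-min compound, 1-h challenge, 1-h detection, room temperature. Measured by: TR-FRET with Eu-cAMP and labeled anti-cAMP, 671 nm. Replicates: singlicate.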
NOD2-RIPK2 inh – blocks binding of human NOD2 to RIPK2; O43353; CHO BLA complementation NOD2-RIPK2, CCF4 ratio; inhibition, % at 4.98 µM; 360,000 compounds, 0.38% hits; AID 624267; in the data active = inhibition above about 21%;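 also: 0% = vehicle only and 100% = reference blocker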
MC4R ag barr – human MC4R agonism via beta-arrestin; P32245; U2OS MC4R beta-arrestin complementation, luminescence; percent of melanotan II response, DMSO zero; activation, % at 8.9 µM; 360,000 compounds, 0.98% hits;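 active = activation above a per-plate cutoff, the mean activation of sample wells on that plate plus 3 SD, cut at about 8% in these data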
Starred values were filed as active, the others as inactive; / = not tested or not shown.

SMILES	COUP-TFII inh	TLR9-MyD88 block	LRH-1 inv ag	SRC1 inh	NCOA2 inhibitor	ABHD5-PLIN5 inh	NCOA3 inh	LMP1 NFkB inh	MC4R antag cAMP	NOD2-RIPK2 inh	MC4R ag barr
CNC(C)C(=O)NC(C(=O)N1CCCC1C(=O)Nc1ccc2ncccc2c1)C(C)C (configuration not stated)	15	-8	13	-13	-17	4	-4	7	5	-25	-1.0
Cc1cc(SCC(N)=O)nc(SCC(=O)c2ccccc2)n1	3	-6	7	-18	4	-5	-7	-8	3	5	0.5
CCCCCC(=O)Nc1cccc(S(=O)(=O)NC2=NCCCCC2)c1	-8	-4	8	-6	-8	-3	8	1	6	5	-1.6
Cc1ccc(C(=O)N2N=C(c3cccc(NS(C)(=O)=O)c3)CC2c2cccs2)cc1 (configuration not stated)	0	-9	4	7	-5	-3	-3	1	14	-5	-1.0
O=C(OCC(=O)c1c[nH]c2ccccc12)c1cc2ccccc2cc1O	-11	4	-12	-37	-12	-3	14	-1	-1	2	12*
O=C(COC(=O)c1ccc([N+](=O)[O-])o1)NC1CCS(=O)(=O)C1 (configuration not stated)	-7	3	0	-8	-20	-2	7	4	17	8	-1.2
CSCC[C@H](NC(=O)[C@H](Cc1ccccc1)n1c(=O)[nH]c2ccccc2c1=O)C(=O)NCC1CCC(C(=O)O)CC1 (some centres not stated)	15	-13	7	-17	4	-5	10	3	13	-4	0.0
CC(=O)Nc1ccc2nc(CN3CCN(CC(C)C)C(CCO)C3)ccc2c1 (configuration not stated)	12	-15	7	6	2	-2	-6	7	13	7	0.1
O=C1N=C(O)CN1/N=C/c1ccc(-c2ccc([N+](=O)[O-])cc2)o1	0	4	27	0	-13	11	4	8	-26	4	-1.8
O=P(O)(CCc1ccccn1)CN1CCOCC1	-11	-10	-13	-5	17	-1	4	-1	-2	-4	-1.1
CCC(C)c1ccc(OCC(=O)Nc2ccc(Cl)cn2)cc1 (configuration not stated)	6	5	-1	-38	-28	-9	-21	4	15	-4	5.9
Cc1cc(C)n(C(=O)CCCn2nc(C)c([N+](=O)[O-])c2C)n1	-5	2	13	-11	-7	-2	-4	-7	0	1	-0.2
COCCN(C(=O)c1ccc2c(c1)C(=O)N(c1ccccc1Cl)C2=O)c1c(N)n(CC(C)C)c(=O)[nH]c1=O	11	-13	2	-4	-26	2	-9	-4	12	10	1.0
COc1ccccc1CNc1nc2cc(-c3ccccc3C)sc2c(=O)n1C	-9	/	1	3	2	1	-35	/	16	-3	0.5
Cc1ccc2c(c1)/C(=C/c1ccccc1)C(=O)N2	7	1	11	1	7	23*	16	-2	7	0	2.5
CC1(C(=O)NCCc2ccccc2)Cc2c(-c3ccc(C(N)=O)cc3)ccnc2O1 (configuration not stated)	-16	/	5	0	-16	-5	-19	/	8	-5	1.4
O=C1CSC(c2ccccc2Br)N1c1ccc(Cl)cn1 (configuration not stated)	0	-4	-1	0	-7	-4	17	8	3	-3	0.3
CCN(CC)C(=O)CSc1nc(O)c(Cc2ccccc2)c(=O)n1-c1ccc(C)cc1	11	-7	-5	-1	-14	1	-6	-5	3	0	-0.5
O=C(CCC(=O)c1ccccc1)NCc1cccc(C(F)(F)F)c1	15	-9	6	-29	27	-8	-14	-13	0	-5	-1.3
COc1ccc(C(=O)NC2CCCCCC2)cc1OC1CCN(C(C)=O)CC1	-20	-10	11	-9	-19	1	11	1	5	-7	-0.8
C[C@@H]1CN([C@@H](C)CO)C(=O)CCCn2nncc2CO[C@@H]1CN(C)C(=O)Nc1ccc2c(c1)OCO2	-7	-1	14	1	3	-10	6	17	17	7	0.1
CNS(=O)(=O)c1cc(OC)ccc1OC	4	6	6	-12	2	-6	12	2	14	-14	0.9
Cc1ccc(C(=O)NCCc2nnc3ccc(NCc4ccc5c(c4)OCO5)nn23)cc1	-15	-4	9	-13	-17	-5	-37	7	1	0	-3.3
CSc1ncc(Cl)c(C(=O)Nc2ccccc2[N+](=O)[O-])n1	20	-11	-8	3	18	4	9	0	8	0	-0.1
N#C/C(=C/c1ccc(-c2cccc([N+](=O)[O-])c2)o1)C(=O)Nc1nc(-c2cccs2)cs1	8	-2	0	-2	-9	4	-25	-1	2	1	-1.1
Fc1ccc(NC(=S)Nc2ccc3nccnc3c2)cc1	-35	-4	-104	-54	-44	-28	-54	-26	36*	1	1.7
Cn1nc(-c2ccccc2)cc1NC(=O)Nc1ccc(C(C)(C)C)cc1	10	1	8	0	-32	-9	6	-5	7	-4	12*
O=C(N/N=C\c1ccc(-c2ccc(Cl)c(Cl)c2)o1)C(=O)N1CCCC1	4	2	-4	-8	-18	2	-1	-15	4	-6	0.9
O=C(O)c1ccccc1N=N/C(=N/Nc1cc(S(=O)(=O)O)ccc1O)c1ccccc1	13	-4	-1	-6	20	-5	10	-3	7	0	-1.4
CCCCN(C)C1CCN(C(=S)Nc2ccc(OC)cc2)CC1	-13	6	1	1	1	0	6	3	0	4	0.7
CCOc1ccc2oc(C(=O)NCC(C)(C)CN(C)C)c(C)c2c1	-12	-3	-14	-4	-27	9	8	-9	12	-6	2.0
CCN(CC)CCNC(=O)Cn1nc(Cc2cccnc2)c2ccccc2c1=O	-2	2	-8	-14	-34	8	5	0	4	-8	-1.5
CCCn1cccc(C(=O)Nc2ccc(OC)cc2)c1=O	-15	-7	-26	-28	-30	0	-53	-9	8	-2	-2.6
O=C(OCC(=O)N1CCOCC1)c1ccc(Cl)c(S(=O)(=O)N2CCc3ccccc32)c1	22	3	33	4	-15	11	1	-2	21	-12	0.9
C[C@@H]1ON(C)[C@H]2C[C@H]3c4[nH]c5ccccc5c4CCN3C(=O)[C@@H]12	-5	3	2	0	8	1	-2	-11	6	-4	-0.3
Cn1c(=O)c2c(nc(OCCc3ccccc3)n2C)n(C)c1=O	2	-7	1	-4	24	-1	8	10	21	-5	2.3
Cc1ccc(CNC(=O)Cn2cccc2C(=O)c2ccccc2)cc1	-12	-6	-1	-13	-29	-1	12	-2	0	3	-0.9
CC(C)(C)[C@H]1C=C(C(=O)N2CCOCC2)O[C@@H](OCCCCO)C1	-7	0	-16	5	4	10	-4	-5	2	-6	-1.3
COc1ccc(CN(Cc2ccc(OC)cc2)S(=O)(=O)c2ccc(-n3cnnn3)c(C)c2)cc1	-9	6	-19	-1	9	7	17	-2	2	1	-0.3
NC(=O)c1cc(-c2csc(-c3cccnc3)n2)ccc1O	0	-7	10	-21	18	-4	-9	8	0	-1	-0.1
O=C(NC(=S)Nc1c(Cl)ccc2nsnc12)c1ccccc1F	-13	-6	-6	-21	-19	2	-3	-4	-6	-17	-0.2
COc1ccccc1/C=N/NC(=O)CC(=O)Nc1ccc(Cl)c(Cl)c1	10	-1	-6	-14	-10	0	-13	0	1	-1	2.1
CCCCCCSc1ccc(-c2nc3ccccn3c2NCCCC)cc1	3	6	-41	-11	3	-18	-1	-15	10	0	-0.8
CCOc1ccccc1NC(=O)COc1coc(CN2CCc3ccccc32)cc1=O	5	-3	-3	8	4	-4	-3	-1	7	-6	0.6
CCc1ccccc1OCCOc1ccc(C)cc1OC	-13	-4	-20	-6	-15	1	3	7	12	6	6.5
O=C(CCCN1C(=O)S/C(=C/c2ccccc2)C1=S)Nc1ccc(C(=O)O)cc1	4	1	18	-13	1	2	5	2	1	11	-2.2
COc1ccc(CC2(CO)CCN(Cc3cccnc3)CC2)cc1	16	2	10	8	-6	-3	8	4	-3	3	-1.8
CSc1cc(-c2ccccc2)n(Cc2ccccc2Cl)c(=O)c1C#N	1	-12	10	0	-37	1	18	-6	-6	5	-1.9
COc1ccccc1-c1ccc(Nc2cccc(C(C)=O)c2)nn1	-20	-6	-35	-47	-32	7	-23	-31	8	-1	1.7
COc1ccc(-c2nc(C#N)c(NCc3cccnc3)o2)cc1OC	-10	-2	-2	-23	-21	-3	-25	-5	-5	-8	-1.4
COc1ccc(NC(=O)CSc2ccc(-c3sc(C)nc3C)nn2)cc1	-12	4	16	-8	-33	-2	-22	-3	-2	1	-2.4
O=C(CN1C(=O)COc2ccccc21)N(Cc1ccc2c(c1)OCO2)CC1CCCO1 (configuration not stated)	-20	4	12	2	5	-2	3	1	0	-2	0.5
COc1ccc(/C=C/C(=O)c2cc(F)ccc2OC(=O)c2ccccc2)cc1OC	-105	1	34	-7	18	14	-11	22	-17	26*	-0.2
Cc1ccc(S(=O)(=O)N2CC3(O)CN(C(=O)OC(C)C)N(C(=O)OC(C)C)CC3(OC(=O)NC3CC3)C2)cc1 (configuration not stated)	-5	/	-21	/	-13	-2	/	/	/	-3	/
O=C(c1ccccc1NS(=O)(=O)c1ccc(F)cc1)N1CCCCC1	1	9	-5	-14	16	-2	-1	-3	9	2	-0.8
COc1ccc(NC(C)=[N+](C)CCNS(=O)(=O)c2ccc(Cl)cc2)cc1Cl	-5	0	22	1	-16	4	6	1	4	2	-1.5
O=C(NCc1ccccc1C(F)(F)F)C12CN(Cc3ccccc3)CC1C(c1ccc([N+](=O)[O-])cc1)=NO2 (configuration not stated)	23	-12	21	-2	30	-2	5	-13	3	0	-0.7
COC(=O)c1ccccc1S(=O)(=O)NNC(=O)C12CC3CC(CC(C3)C1)C2	-9	-19	7	0	3	-7	-11	5	16	-4	1.2
COC(=O)[C@@]12C[C@@H](CC(=O)N3CCC(c4ccccc4)CC3)C(=O)N(Cc3ccco3)C1=CCC(C)(C)C2	-16	/	16	/	7	6	/	/	/	0	/
O=C(Nc1nc(-c2ccncc2)cs1)c1ccc(S(=O)(=O)N2CCOCC2)cc1	-2	-5	2	-1	11	-1	19	0	11	0	-1.0
Going on with the list.
SMILES	COUP-TFII inh	TLR9-MyD88 block	LRH-1 inv ag	SRC1 inh	NCOA2 inhibitor	ABHD5-PLIN5 inh	NCOA3 inh	LMP1 NFkB inh	MC4R antag cAMP	NOD2-RIPK2 inh	MC4R ag barr
COc1ccccc1N(C)S(=O)(=O)c1ccc(C(=O)N2CCC(C(N)=O)CC2)cc1	-14	0	7	3	16	-1	5	6	2	9	-1.1
COc1ccc2nc(N3C(=O)C(O)=C(C(=O)c4ccco4)C3c3ccc(OC)c(OC)c3)sc2c1 (configuration not stated)	-25	-2	-43	-6	-8	-15	-19	-4	16	2	-0.3
COC(=O)c1c(C)oc(C)c1S(=O)(=O)NCc1ccc(Cl)cc1Cl	-20	1	6	-5	-9	-5	17	6	2	-8	0.1
CSCC[C@H](NC(=O)NC1CCCC1)C(=O)O	-3	-4	12	-15	16	-8	0	6	6	-7	-1.0
CCOC(=O)c1sc(NC(=O)CN2C(=O)C3CC=CCC3C2=O)nc1C (configuration not stated)	5	0	-10	-22	-13	-7	-4	-7	13	-9	-2.8

An excerpt; the hit share may differ from the screen's.
